High-throughput results as filed in PubChem.
A-T KAP1 phos = qHTS Assay for Identifying a Potential Treatment of Ataxia-Telangiectasia; 320,000 tested, 0.19% active; Potency, µM (doses to about 57.5 µM), for inactives: top-dose activation, actives largely listed as activators; […] A-T fibroblasts, KAP-1 phosphorylation AlphaLISA; neocarzinostatin DNA damage 30 min before lysis; further: potency means the concentration at half of the fitted maximal effect; % of control where 0% means no effect; nearly all actives have a fitted effect of over 45% in size
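hTERT-immortalized A-T patient fibroblasts ([…]), 500 cells/well in OPTI-MEM, 1% FBS, got compounds for 60 min, then NCS for 30 min at 37C. Lysates were then assayed for phospho-KAP-1 by AlphaLISA (anti-pKAP1 donor, anti-KAP1 acceptor beads), 6 hr at 25C.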
TSHR antag = Antagonists of the Thyroid Stimulating Hormone Receptor: HTS campaign; TSHR-expressing cells, TSH-stimulated cAMP HTRF, 2 h; stronger effect = lower value; activity change, negative = inhibition, % at 11.5 µM; Thyrotropin receptor (Homo sapiens), P16473; 330,000 tested, 0.2% active;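 active means activity change below a set negative limit, meaning inhibition stronger than a set level, cut at about -70% in these data; inconclusive means activity change between two set negative limits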; further: on the % scale 0 is the no-effect control and ±100 the full control effect
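Freshly harvested TSHR cells receive pin-tooled compound, then EC80 TSH at 4nM final. After 2 hours at 37 deg C, antibody in lysis buffer and cAMP-d2 are added; 30 minutes at ambient temperature precede the HTRF read.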
USP2a block = qHTS Assay for Inhibitors of Ubiquitin-specific Protease USP2a Using CHOP2 as the Reporter. 330,000 tested, 0.01% active. Potency, µM (titrated, usually from 38.3 µM), inactives show at the top dose activity change, negative = inhibition, most hits filed as inhibitors. USP2 core, Ub-CHOP2 coupled fluorogenic reporter, 485/531. Ubiquitin carboxyl-terminal hydrolase 2 (Homo sapiens), O75604;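 further: potency means the concentration at half of the fitted maximal effect; plate controls were DMSO wells for no effect and full inhibition by NEM control for full effect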
Target sequence (O75604 whole entry, looked up): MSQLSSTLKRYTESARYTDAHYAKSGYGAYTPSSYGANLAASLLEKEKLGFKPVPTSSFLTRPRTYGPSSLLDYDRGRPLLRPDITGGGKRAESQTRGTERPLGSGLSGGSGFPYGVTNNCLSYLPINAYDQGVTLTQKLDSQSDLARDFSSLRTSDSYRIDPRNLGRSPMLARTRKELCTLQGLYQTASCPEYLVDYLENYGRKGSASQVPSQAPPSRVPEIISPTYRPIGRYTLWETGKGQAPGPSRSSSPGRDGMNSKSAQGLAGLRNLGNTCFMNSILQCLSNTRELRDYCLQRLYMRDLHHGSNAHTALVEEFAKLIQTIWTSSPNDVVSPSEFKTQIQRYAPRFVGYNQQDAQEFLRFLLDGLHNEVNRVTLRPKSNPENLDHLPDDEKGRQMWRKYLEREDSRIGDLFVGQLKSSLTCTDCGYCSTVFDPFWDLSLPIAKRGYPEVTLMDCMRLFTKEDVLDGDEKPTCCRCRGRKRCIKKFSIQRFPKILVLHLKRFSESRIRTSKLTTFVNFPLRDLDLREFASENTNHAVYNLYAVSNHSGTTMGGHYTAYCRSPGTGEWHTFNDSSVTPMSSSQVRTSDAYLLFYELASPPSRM
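Deubiquitinase activity read as fluorescence (485/531 nm) after Ub-CHOP2 cleavage activates the enterokinase reporter on its substrate; USP2 core 10nM, Ub-CHOP2 and substrate 25nM each, 30min compound preincubation then 60min RT; data normalized to NEM, curves fitted.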
Mito fusion act = qHTS Assay for Small Molecule Inhibitors of Mitochondrial Division or Activators of Mitochondrial Fusion. Potency, µM (top dose mostly 46.1 µM), without a hit: at the top dose growth rescue (activation), most hits filed as activators. 320,000 tested, 0.23% active. S. cerevisiae fusion-defective mutant growth rescue, CellTiterGlo 48 h. AID 485298, 2010;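 further: potency means the concentration at half of the fitted maximal effect; % of control where 0% means no effect; nearly all actives have a fitted effect of over 45% in size; temperature-sensitive fusion mutants such as fzo1-1 at 37 °C on non-fermentable ethanol glycerol medium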
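Yeast fusion mutant, YPEG (non-fermentable carbon), compound, 48 h at 37C non-permissive; CellTiterGlo added, 10 min RT, luminescence read. Rescued growth = division inhibition.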
Eya2 inh = qHTS Assay for Inhibitors of the Phosphatase Activity of Eya2; recombinant Eya2, OMFP fluorescence dephosphorylation (OMFP is methylfluorescein phosphate); Protein phosphatase EYA2 (Homo sapiens), O00167; 330,000 tested, 0.006% active; Potency, µM (top dose mostly 76.9 µM), for inactives: at the top dose activity, negative = inhibition, most hits filed as inhibitors; further: potency means the concentration at half of the fitted maximal effect; on the % scale 0 is the no-effect control and ±100 the full control effect
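Eya2 protein (added as 0.2 uM solution) was preincubated with compound for 10 min at ambient temperature in 50 mM HEPES pH 7.5, 50 mM NaCl, 5 uM MgCl2, 0.05% BSA, 1 mM DTT. OMFP (added at 50 uM) then reacted 10 min; fluorescence read at 485/525 nm.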
KCNH2 3.1 inh = qHTS for Inhibitors of KCHN2 3.1: Mutant qHTS; Potassium voltage-gated channel subfamily H member 2, brain isoform KCNH2 3.1 (human); U2OS KCNH2 3.1, thallium flux FluxOr; stronger effect = lower value; activity change, % (tested at about 1.8 µM); 340,000 tested, 0.95% active;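 active means maximum activity change below -70%; inconclusive means maximum activity change from -70% to -50%; inactive means maximum activity change above -50%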;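 further: thallium influx rate constant from kinetic fluorescence after stimulation buffer; on the % scale 0 is the no-effect control and ±100 the full control effect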
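Virally transduced U2OS (3.1 isoform, 4 h infection in dark at RT) → overnight 37 C → FluxOr + Red40 in HBSS/HEPES, 45 min → stimulation buffer, 2 min kinetic read → rate constant vs DMSO controls.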
ELG1 repair inh = qHTS screen for small molecules that inhibit ELG1-dependent DNA repair in human embryonic kidney (HEK293T) cells expressing luciferase-tagged ELG1 | HEK293T ELG1-luciferase reporter, luminescence, 16 h; DNA damage induced by 5-fluorouridine | Potency, µM (highest dose often 46.1 µM), without a hit: at the top dose activity change, negative = inhibition, most hits filed as inhibitors | 330,000 tested, 2.3% active; further: potency means the concentration at half of the fitted maximal effect; on the % scale 0 is the no-effect control and ±100 the full control effect; nearly all actives have a fitted effect of over 55% in size
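Overnight (16 hr) co-exposure of 2,000 cells/well to 5-fluorouridine and compound at 37 °C preceded detection. Luciferase was quantified via ONE-Glo luminescence; loss of signal denotes inhibition.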
TRPV1 ag = HTS Assay for Compounds that Act as Agonists of the Vanilloid Receptor 1. Transient receptor potential cation channel subfamily V member 1 (Homo sapiens), Q8NER1. activation, % at 8.33 µM. AID 540275, 2011. 320,000 tested, 0.19% active. TRPV1-expressing cells, Fluo-8 calcium influx, agonist mode; in the data active means activation above about 80%; inconclusive means between about 30% and that limit; further: 0% is about no effect
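Cells expressing TRPV1 were dye-loaded with Fluo-8 and read kinetically: 10 s baseline, 3 min after compound (agonist portion), then 2 min after EC20 capsaicin (allosteric enhancer portion). Calcium-bound dye fluorescence at 480/520 nm.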
hERG WT inh = qHTS for Inhibitors of KCHN2 3.1: Wildtype qHTS; Voltage-gated inwardly rectifying potassium channel KCNH2 (Homo sapiens), Q12809; U2OS, BacMam KCNH2, thallium flux FluxOr; stronger effect = lower value; activity change, % at 1.84 µM; 340,000 tested, 0.37% active; AID 720551, 2013;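 active means maximum activity change below -70%; inconclusive means maximum activity change between -70% and -50%; inactive means maximum activity change above -50%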; further: on the % scale 0 is the no-effect control and ±100 the full control effect
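U2OS cells transduced with wild-type KCNH2 virus are loaded with FluxOr dye for 45 min, and thallium flux is measured in kinetic reads before and after stimulation buffer. Rate constants are normalized to DMSO controls.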
TCR activator = Activators of T cell receptors: qHTS campaign. primary human leukocytes, anti-CD3, IL-2 HTRF, 48 h. Potency, µM (highest dose often 9.22 µM), for the others: top-dose activation of IL-2 secretion, most hits filed as activators. 330,000 tested, under 10 active. AID 504894, 2011; further: % of control where 0% means no effect
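Human primary leukocytes + a-CD3 beads + cpd, 48 hr; IL-2 in supernatant by HTRF (ex 320nm / em 665nm). No co-stimulatory signal supplied.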
An asterisk follows results filed as active; ? = inconclusive; . = not tested or not shown; & = joins results of further samples; [ ] = another dose, or the depositor's remark. Unless noted, the call rests on the fitted dose curve; in most records, active means well fitted curve in the direction sought with a large enough effect; inconclusive means small, poorly fitted or top-dose-only effect, or another doubt; inactive means no such curve, though single readings can be large; an effect the other way counts as inactive or inconclusive.

SMILES | A-T KAP1 phos | TSHR antag | USP2a block | Mito fusion act | Eya2 inh | KCNH2 3.1 inh | ELG1 repair inh | TRPV1 ag | hERG WT inh | TCR activator
c1nc2nc3c(c(N4CCNCC4)n2n1)CCCC3 | 1.4% | 6.5 | 15.3% | -12.1% | 3.1% | 14.5 | -3.7% | 2.8 | 3.0 | -5.3%
CCOC(=O)N1CCC(NC(=O)CCc2nc(C3=CCN(C)CC3)no2)CC1 | -1.1% | -5.7 | 1.5% | -0.1% | -3.7% | -40.6&-4.5 | -0.5% | -3.5 | -8.1&-3.1 | -2.6%&-3.4%
COc1ccccc1OCC(=O)N1CCN(Cc2ccc3c(c2)OCO3)CC1 | -2.4% | 9.9 | 0.3% | 0.0% | -21.5% | 2.0 | -9.6% | -0.3 | -20.3 | .
CCC(=O)OC1(c2ccccc2)C(C)CN(C)CC1C (centres undefined) | -2.1% | 13.3 | -4.8% | -1.6% | 9.6% | 6.7 | 27.5% | -0.6 | -1.7 | 0.5%
CC1CCCC(C)N1/N=C/c1c[nH]c2ccc(Br)cc12 (centres undefined) | 2.1% | -3.5 | 1.5% | -10.6% | -0.1% | -11.0 | -6.3% | 11.2 | 9.6 | -1.8%[46.1 µM]
C=CCn1c(O)c(C(C)=NCCc2ccccc2)c(=O)[nH]c1=O | -6.2% | -1.3 | -0.4% | -0.5% | -11.3% | 0.5 | 4.7% | ? | -2.0 | -4.8%
C[N+](C)(C)CC#CCOC(=O)Nc1cccc(Cl)c1 | . | -9.7 | . | -33.0%[inhibitor] | -7.3% | 9.9 | . | . | 5.6 | 4.2%
COc1ccc2nc3oc(C(=O)N4CCC5(CC4)OCCO5)cc3cc2c1 | 14.6% | -8.9 | 3.1% | 2.2% | 6.3% | 8.5 | ? | 0.1 | -6.7 | 2.7%
COc1ccc(CC(C)NCCc2ccc(OC)c(OC)c2)cc1 (centres undefined) | -1.2% | -17.8 | 0.5% | 1.8% | 4.2% | -9.9 | -4.0% | -0.6 | 23.3 | .
O=c1oc2ccccc2c(O)c1[C@H]1c2ccc(O)cc2Oc2c1c(=O)oc1ccccc21 | -9.1% | -19.7 | 1.8% | -12.0% | 10.7% | -8.6 | ? | -3.3 | 0.3 | 14.8%
CN(C)CCNC(=O)c1cccn(Cc2cc(C(F)(F)F)cc(C(F)(F)F)c2)c1=O | -3.0% | -0.6 | -3.3% | -4.3% | -1.6% | 13.7 | 6.1% | 6.5 | 16.0 | -4.4%
CC(NCc1cccc(Cl)c1Cl)C(O)c1ccccc1 (centres undefined) | 1.1% | 4.3 | 0.9% | 2.7% | -2.0% | -2.8 | -3.8% | 2.3 | 5.3 | 3.2%[46.1 µM]
Cc1ccc(C)c(NC(=S)NCCc2cnc[nH]2)c1 | -8.8% | -6.2 | 1.5% | -0.8% | -29.9% | 6.9 | 2.6% | -7.8 | 10.1 | -2.9%
Clc1ccc(CNCCc2ccc3c(c2)OCO3)cc1 | 13.6% | 12.6 | -5.2% | -29.1% | -10.2% | 7.0 | -17.3% | 8.5 | 3.2 | -1.8%
O=c1[nH]c2c(c(=O)n1C1CCCCC1)CCC2 | 6.1% | -10.4 | -2.3% | 4.1% | -28.0% | -3.5 | 14.8% | -5.3 | -8.8 | .
O=C1NC(=O)C(CCc2ccncc2)(CCc2ccncc2)C(=O)N1Cc1ccc(F)cc1 | 1.6% | -9.6 | -0.3% | -0.2% | 2.5% | -8.4 | 11.1% | -2.4 | 22.1 | -6.3%
CCOP(=O)(CC(C(C)=O)C(O)c1ccccc1)OCC (centres undefined) | -12.3% | 3.3 | 3.6% | 6.6% | 7.4% | -2.3 | ? | 0.4 | -9.5 | -1.9%
COc1ccc(Cn2c(N)c(C(=O)NCc3ccco3)c3nc4ccccc4nc32)cc1 | 28.9% | 4.3 | -0.3% | 0.2% | 1.4% | 0.7 | ? | -5.4 | 14.5 | -2.1%
NCCc1c[nH]c2ccc(O)cc12 | -5.1% | -16.7&-11.3 | 0.8% | 2.9%&1.0% | -3.6%&-11.0% | 27.3 | -1.1% | -1.8 | -3.7 | 6.0%
Cc1ccc2nc(SCC(=O)N/N=C/c3ccco3)cc(C)c2c1 | -1.3% | -5.8 | 3.8% | 1.4% | -1.5% | -5.2 | ? | 4.7 | 12.5 | -17.7%
CCn1c(C)nc2cc(S(=O)(=O)Nc3ccc(C)cc3)ccc21 | 4.6% | 5.5 | 1.7% | 0.0% | 1.6% | -8.1 | ? | 0.5 | 5.6 | 3.0%
Cc1cccc(Cn2cc(C=O)c3ccccc32)c1 | 32.4% | -13.2 | -2.3% | 27.5% | -7.1% | 22.2 | ? | -9.7 | 9.8 | 4.0%
CCCCCCn1c(=O)c(C(=O)Nc2cnccn2)c(O)c2ccccc21 | 7.0% | 1.2 | 10.3% | -8.9% | 1.9% | -1.0 | ? | -2.0 | 6.6 | -2.6%
CN1C(=O)/C(=C\c2ccc(Br)s2)C(=O)NC1=S | -5.0% | -2.7 | 1.1% | -2.2% | 15.1% | 4.5 | 25.1% | 1.3 | -0.5 | 2.8%
Cc1ccccc1N1C(=O)NC(=O)/C(=C\c2cc(C)n(C)c2C)C1=O | -16.4% | -3.0 | -3.2% | 2.9% | -17.4% | 29.6 | -1.8% | -2.7 | 4.4 | .
Cc1ccc(-n2c(O)c(/C=N/NC(=O)c3ccncc3)c(=O)[nH]c2=O)cc1 | -9.8% | 2.1 | 4.3% | -3.3% | -13.8% | 3.5 | 13.3% | -0.3 | . | 0.1%[46.1 µM]
Clc1ccc2sc(C3CCNCC3)nc2c1 | -8.6% | -0.3 | 7.5% | -25.3% | 2.0% | 3.0 | ? | -0.3 | -2.4 | 0.1%
COC(=O)C1=C(c2ccc(F)cc2F)C[C@@H]2CC[C@H]1N2C(=O)NCCCOC(C)C | 2.3% | 2.6 | 0.8% | -6.8% | -8.1% | -13.2 | 6.3% | 4.5 | -33.6 | -6.3%
Cc1[nH]c2ccc(OCc3ccccc3)cc2c1CCN | -0.1% | -1.0 | 1.9% | 0.6% | 10.0% | -2.0 | ? | -1.9 | -4.7 | -2.9%
O=c1[nH]c(=O)n(CCc2ccccc2)c(O)c1C=NCCN1CCNCC1 | -1.6% | 5.9 | 0.3% | -0.1% | -6.9% | -1.3 | 1.0% | 2.6 | -4.7 | -1.3%
CCCCCC[N+](=O)[O-] | -1.7% | -23.5 | 0.4% | -8.1% | 17.9% | -0.7 | 19.9% | 0.0 | 2.2 | 1.1%
Cc1c(Cl)cccc1NC(=S)N1CC2CC(C1)c1cccc(=O)n1C2 (centres undefined) | -2.7% | 7.8 | -3.1% | 1.6% | -12.4% | 5.0 | ? | -2.4 | -7.5 | 1.8%[46.1 µM]
CC(=O)C1C(=O)NC23CCCCC2C1c1ccccc1O3 (centres undefined) | -2.5% | 3.1 | 2.0% | 1.6% | -2.5% | -6.6 | 13.5% | 4.4 | 18.5 | .
Cc1ccc(Sc2ccc(C=C3C(=O)N(C)C(=O)N(C)C3=O)o2)cc1 | 6.4% | 27.6 | 4.6% | -3.3% | 19.2% | 5.7 | 12.5% | 3.9 | -5.2 | -2.2%
CNP1(NC)=Nc2nn(-c3ccccc3)c(N)c2C(c2ccccc2)=N1 | -2.5% | -5.7 | -5.8% | -1.0% | -3.4% | -4.5 | -0.1% | 0.3 | 10.4 | -1.2%
Cc1nc2ccccc2c(=O)n1-c1ccc(F)cc1 | 4.2% | 1.5 | 3.7% | -0.8% | 12.8% | -8.3 | 4.9% | 0.2 | -19.6 | 7.9%
CCOc1ccc(C2(C#N)CC[N+](C)(C)CC2)cc1 | 5.3% | 0.4 | 0.4% | -1.9% | -4.0% | 1.5 | 2.2% | 6.3 | 8.4 | -1.1%

Only part of the results is shown; the hit share may differ from the screen's.
